Screens from PubChem.
Menin-MLL TR inh = qHTS Assay for Inhibitors Targeting the Menin-MLL Interaction in MLL Related Leukemias: Competition With Texas Red Labeled MLL-derived Mutant Peptide. O00255. Menin + Texas Red MLL mutant peptide, fluorescence polarization. Potency, µM (top dose mostly 61.6 µM), without a hit: at the highest dose FP activity change, negative = inhibition, actives largely listed as inhibitors. 270,000 compounds, 0.23% hits; active = well fitted inhibition curve with a large enough effect in the polarisation, with a control signal flat, not every such curve was filed as active; inconclusive = small, poorly fitted or top-dose-only effect, or effect the other way, or a change in a side signal; inactive = no such curve, though single readings can be large or run the other way; the % refers to the polarisation; note: potency is the fitted concentration of half-maximal effect; % of control where 0% means no effect; many of its hits are not listed in these tables
hERG WT inh = qHTS for Inhibitors of KCHN2 3.1: Wildtype qHTS; Voltage-gated inwardly rectifying potassium channel KCNH2 (Homo sapiens), Q12809; U2OS, BacMam KCNH2, thallium flux FluxOr; hits give low values; activity change, % at 1.84 µM; 340,000 compounds, 0.37% hits; AID 720551, 2013;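 active = maximum activity change below -70%; inconclusive = maximum activity change between -70% and -50%; inactive = maximum activity change above -50%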; note: % is set by controls: 0 for no effect and ±100 for the full control effect
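U2OS cells transduced with wild-type KCNH2 virus are loaded with FluxOr dye for 45 min, and thallium flux is measured in kinetic reads before and after stimulation buffer. Rate constants are normalized to DMSO controls.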
Chronic BCR inh = qHTS Assay to Find Inhibitors of Chronic Active B-Cell Receptor Signaling. ABC-DLBCL IkBa-CBG/CBR reporter, luminescence ratio, 4 h. Potency, µM (top dose mostly 46.1 µM), for the others: top-dose ratio change, negative = lower green/red ratio, usual class: inhibitors. 340,000 compounds, 0.05% hits. AID 493014, 2011; active = well fitted inhibition curve with a large enough effect in the signal ratio, with a control signal flat, not every such curve was filed as active; inconclusive = small, poorly fitted or top-dose-only effect, or effect the other way, or a change in a side signal; the % refers to the signal ratio;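 note: potency is the fitted concentration of half-maximal effect; plate controls were basal doxycycline-induced cells for no effect and cells given 10 µM MG132 for full effect; MG132 reads +100%, hits lower the ratio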
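TMD8 ABC-DLBCL cells carrying doxycycline-inducible green luciferase fused to IkappaBalpha plus unfused red luciferase were exposed to compounds (up to 46 uM) for 4 hrs at 37C. Activity came from the overlap-corrected green/red luminescence ratio.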
S-ASM inh = Inhibitors of Secretory Acid Sphingomyelinase (S-ASM): qHTS; Sphingomyelin phosphodiesterase (Homo sapiens), P17405; 340,000 compounds, 0.006% hits; Potency, µM (doses to about 57.5 µM), inactives show at the top dose activity change, negative = inhibition, actives largely listed as inhibitors; placental ASM, HMU-PC fluorogenic substrate, 60 min; note: potency is the fitted concentration of half-maximal effect
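Fluorescence read-out (Ex 386 nm, Em 447 nm) after stopping the reaction at pH 10. Enzyme: ASM from human placenta; substrate HMU-PC0, 9 uM final; 60 min, 37 °C. Compound preincubation 10 min, ambient temperature.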
PKM2 act = qHTS Assay for Activators of Human Muscle isoform 2 Pyruvate Kinase; purified PKM2, Kinase-Glo ATP luminescence, activation; response scale: 0% is enzyme alone, no compound; Potency, µM (top dose mostly 57.5 µM), for the others: top-dose activation, most hits filed as activators; Pyruvate kinase PKM (Homo sapiens), P14618; 260,000 compounds, 0.34% hits; AID 1631, 2009; note: potency is the fitted concentration of half-maximal effect; % is set by controls: 0 for no effect and ±100 for the full control effect; nearly all actives have a fitted effect of over 55% in size
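hPK-M2, >95% pure; 0.1 mM ADP / 0.5 mM PEP final; imidazole pH7.2 buffer w/ 7 mM MgCl2, 50 mM KCl; 1 h RT; Kinase-Glo lum. Intermediate enzyme activity for dual inhibitor/activator qHTS.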
USP2a block = qHTS Assay for Inhibitors of Ubiquitin-specific Protease USP2a Using CHOP2 as the Reporter; Ubiquitin carboxyl-terminal hydrolase 2 (Homo sapiens), O75604; 330,000 compounds, 0.01% hits; Potency, µM (top dose mostly 38.3 µM), for the others: at the highest dose activity change, negative = inhibition, most hits filed as inhibitors; USP2 core, Ub-CHOP2 coupled fluorogenic reporter, 485/531;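 note: potency is the fitted concentration of half-maximal effect; plate controls were DMSO wells for no effect and full inhibition by NEM control for full effect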
Target sequence (O75604 whole entry, looked up): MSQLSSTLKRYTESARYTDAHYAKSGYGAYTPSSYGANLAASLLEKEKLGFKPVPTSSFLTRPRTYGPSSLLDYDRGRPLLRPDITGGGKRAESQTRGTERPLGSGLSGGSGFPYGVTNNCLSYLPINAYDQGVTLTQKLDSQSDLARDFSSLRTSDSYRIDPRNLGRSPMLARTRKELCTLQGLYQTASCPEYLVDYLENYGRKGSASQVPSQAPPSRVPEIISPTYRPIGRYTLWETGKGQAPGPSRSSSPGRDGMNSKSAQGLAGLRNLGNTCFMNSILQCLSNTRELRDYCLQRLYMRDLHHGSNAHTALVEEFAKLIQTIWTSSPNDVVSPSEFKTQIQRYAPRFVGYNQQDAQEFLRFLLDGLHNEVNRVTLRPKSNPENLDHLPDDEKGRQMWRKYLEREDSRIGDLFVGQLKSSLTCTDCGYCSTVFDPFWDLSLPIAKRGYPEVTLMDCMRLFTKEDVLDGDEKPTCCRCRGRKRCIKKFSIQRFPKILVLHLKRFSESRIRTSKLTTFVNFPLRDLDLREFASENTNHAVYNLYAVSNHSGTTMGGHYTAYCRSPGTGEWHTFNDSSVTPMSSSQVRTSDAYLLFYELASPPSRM
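Cell-free coupled assay: 10nM USP2 core preincubated 30min RT with compound in Tris-HCl pH 8.0/CaCl2/CHAPS buffer, then 25nM Ub-CHOP2 and 25nM reporter substrate; fluorescence (Ex 485/Em 531) read after 60min RT, normalized to NEM inhibition, concentration-response curves fitted.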
TSHR antag = Antagonists of the Thyroid Stimulating Hormone Receptor: HTS campaign; activity change, negative = inhibition, % at 11.5 µM; AID 504810, 2011; 330,000 compounds, 0.2% hits; Thyrotropin receptor (Homo sapiens), P16473; TSHR-expressing cells, TSH-stimulated cAMP HTRF, 2 h; hits give low values;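 active = activity change below a set negative limit, meaning inhibition stronger than a set level, cut at about -70% in these data; inconclusive = activity change between two set negative limits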; note: % is set by controls: 0 for no effect and ±100 for the full control effect
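Freshly harvested TSHR cells receive pin-tooled compound, then EC80 TSH at 4nM final. After 2 hours at 37 deg C, antibody in lysis buffer and cAMP-d2 are added; 30 minutes at ambient temperature precede the HTRF read.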
Mito fusion yeast = qHTS Assay for Small Molecule Inhibitors of Mitochondrial Division or Activators of Mitochondrial Fusion; S. cerevisiae fusion-defective mutant growth rescue, CellTiterGlo 48 h; Potency, µM (top dose mostly 46.1 µM), without a hit: top-dose growth rescue (activation), hits mostly activators; 320,000 compounds, 0.23% hits;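 note: potency is the fitted concentration of half-maximal effect; % of control where 0% means no effect; nearly all actives have a fitted effect of over 45% in size; temperature-sensitive fusion mutants such as fzo1-1 at 37 °C on non-fermentable ethanol glycerol medium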
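Growth-rescue viability read-out: after 48 h at the non-permissive 37C in glycerol/ethanol YPEG, yeast mitochondrial fusion mutants are measured by CellTiterGlo luminescence; compounds (23 nl pinned per well) restoring growth score as division inhibitors or fusion activators.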
Eya2 inh = qHTS Assay for Inhibitors of the Phosphatase Activity of Eya2 | Protein phosphatase EYA2 (Homo sapiens), O00167 | 330,000 compounds, 0.006% hits | recombinant Eya2, OMFP fluorescence dephosphorylation (OMFP is methylfluorescein phosphate) | Potency, µM (doses to about 76.9 µM), for inactives: at the highest dose activity, negative = inhibition, hits mostly inhibitors; note: potency is the fitted concentration of half-maximal effect; % is set by controls: 0 for no effect and ±100 for the full control effect
Target sequence (O00167 whole entry, looked up): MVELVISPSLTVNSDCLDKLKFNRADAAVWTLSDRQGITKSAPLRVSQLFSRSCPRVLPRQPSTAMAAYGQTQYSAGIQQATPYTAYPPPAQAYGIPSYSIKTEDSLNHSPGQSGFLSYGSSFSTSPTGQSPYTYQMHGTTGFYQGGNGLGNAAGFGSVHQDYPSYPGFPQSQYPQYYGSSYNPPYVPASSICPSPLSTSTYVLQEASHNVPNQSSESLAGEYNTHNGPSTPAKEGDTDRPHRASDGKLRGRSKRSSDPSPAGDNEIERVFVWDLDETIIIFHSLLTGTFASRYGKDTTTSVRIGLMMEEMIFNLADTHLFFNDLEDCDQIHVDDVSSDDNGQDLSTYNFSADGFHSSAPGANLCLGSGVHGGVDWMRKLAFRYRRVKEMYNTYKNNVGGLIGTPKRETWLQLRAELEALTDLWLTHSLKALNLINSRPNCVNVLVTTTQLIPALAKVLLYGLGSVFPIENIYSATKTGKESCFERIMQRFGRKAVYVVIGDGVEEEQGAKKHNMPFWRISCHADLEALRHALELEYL
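Eya2 protein (added as 0.2 uM solution) was preincubated with compound for 10 min at ambient temperature in 50 mM HEPES pH 7.5, 50 mM NaCl, 5 uM MgCl2, 0.05% BSA, 1 mM DTT. OMFP (added at 50 uM) then reacted 10 min; fluorescence read at 485/525 nm.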
MBNL1 CUG block = qHTS Assay for Inhibitors of MBNL1-poly(CUG) RNA binding; Muscleblind-like protein 1 (Homo sapiens), Q9NR56; TR-FRET MBNL1-His/biotin-(CUG)12 binding, 665/545 ratio; Potency, µM (series often up to 57.5 µM), inactives show at the top dose activity change, negative = inhibition, hits mostly inhibitors; 280,000 compounds, 0.036% hits; AID 2675, 2010; active = well fitted inhibition curve with a large enough effect in the signal ratio, with a control signal flat, not every such curve was filed as active; inconclusive = small, poorly fitted or top-dose-only effect, or effect the other way, or a change in a side signal; inactive = no such curve, though single readings can be large or run the other way; the % refers to the signal ratio; note: potency is the fitted concentration of half-maximal effect; % is set by controls: 0 for no effect and ±100 for the full control effect
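Compound titration spanned 92 nM–58 uM against the MBNL1-His/biotin-(CUG)12 complex. After 60 min at room temperature with 5 nM streptavidin-XL665 and 0.055 ng/ul terbium anti-His, ratiometric 665/545 nm emission (Ex 340 nm) normalized to controls.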
GALK inh = qHTS Assay for Inhibitors of Human Galactokinase (GALK) | Purified GALK, Kinase-Glo residual ATP luminescence | Potency, µM (series often up to 57.5 µM), for the others: at the top dose activity change, negative = inhibition, actives largely listed as inhibitors | 270,000 compounds, 0.007% hits; note: potency is the fitted concentration of half-maximal effect; % is set by controls: 0 for no effect and ±100 for the full control effect
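Quantitative HTS: GALK 5 nM, ATP 35 uM, galactose 100 uM, 1 h room temperature, then luciferase-based ATP detection.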
The depositor's hits bear a star; ? = inconclusive; . = not tested or not shown; [ ] = dose if it differs, or a comment. Unless noted, calls come from the whole dose curve; as a rule, active = well fitted curve in the direction sought with a large enough effect; inconclusive = small, poorly fitted or top-dose-only effect, or another doubt; inactive = no such curve, though single readings can be large; an effect the other way counts as inactive or inconclusive. Not all compounds are listed, so the mix of outcomes need not match the whole.

canonical_smiles	Chronic BCR inh	TSHR antag	PKM2 act	Menin-MLL TR inh	MBNL1 CUG block	S-ASM inh	Eya2 inh	USP2a block	hERG WT inh	Mito fusion yeast	GALK inh
COc1ccc(-c2noc(-c3cc(Cl)ccc3Cl)n2)cc1OC	?	0	-1%	-9%	-12%	.	-10%	1%	.	0%	1%
COc1ccccc1Cn1cnc2cccnc21	?	3	-4%	-2%	-13%	3%	7%	-1%	-5	1%	1%
COc1ccc(CCNC(=O)Cn2c(=O)n(CC3CCCO3)c(=O)c3cc(OC)c(OC)cc32)cc1OC (stereo not drawn)	?	-5	4%	4%	-13%	5%	6%	2%	29	-3%	-1%
COc1cc(/C=N/NC(=O)c2ccc(CSc3nncn3C)cc2)ccc1OCC(=O)N1CC(C)OC(C)C1 (stereo not drawn)	0%	-6	0%	0%	?	-3%	-8%	-1%	19	11%	16%
CCN1C(=O)c2cccc3c(NC(=O)c4ccc5c(c4)OCCO5)ccc1c23	-1%	1	-4%	?	7%	-1%	9%	0%	4	-5%	1%
CC(C(=O)NC1C=CS(=O)(=O)C1)N1C(=O)/C(=C/c2ccc(Cl)cc2)SC1=S (stereo not drawn)	?	6	.	58%[activator]	18%	?	-6%	1%	0	0%	1%
Cc1ccc(C(=O)NCCc2nnc3ccc(SCC(=O)Nc4ccc(C)cc4C)nn23)cc1	?	22	-10%	17%	-11%	-1%	2%	0%	1	4%	0%
O=C(CCCSc1nc2ccccc2s1)NCc1ccc2c(c1)OCO2	?	-1	1%	13%	-7%	-2%	-23%	0%	-4	?	0%
Cc1ccc(NC(=O)C2CCCN(S(=O)(=O)c3c(C)noc3C)C2)cc1F (stereo not drawn)	-6%	-10	-1%	-9%	0%	-10%	-23%	0%	6	2%	0%
Cc1ccc(C)n1-c1nnc(N2CCC(C(=O)NCCCN3CC(C)CC(C)C3)CC2)s1 (stereo not drawn)	-6%	20	.	.	-1%	5%	6%	3%	37	-38%[inhibitor]	6%
O=C(N/N=C/c1cccc(O)c1)c1ccc2c(c1)OCCO2	?	-3	.	.	?	2%	-6%	-1%	-4	17%	9%
CC(C)(C)c1ccc(C(=O)NC(=O)COC(=O)CCS(=O)(=O)c2ccccc2)cc1	0%	4	.	.	.	2%	-28%	3%	1	-1%	.
Cc1ccc(N2CC(C(=O)NCCS(=O)(=O)N3CCN(c4ccccc4)CC3)CC2=O)cc1 (stereo not drawn)	?	39	-9%[0.46 µM]	17%	0%	-1%	1%	2%	12	-2%	5%
CC(C)(C)c1cc(OC(=O)c2ccncc2)ccc1O	-13%	-13	9%	-7%	-4%	-3%	8%	0%	2	12%	-3%
O=C(Nc1ccccc1C(F)(F)F)c1ccccn1	-8%	-5	-1%	2%	2%	-1%	1%	1%	-11	-6%	-2%
CCSc1nc(N2CCCCC2)c2c(c1C#N)CCCC2	0%	-13	0%	7%	9%	-9%	11%	?	5	-1%	3%
CCCC/S(CC1CC1(Cl)Cl)=N\S(=O)(=O)c1ccc(C)cc1 (stereo not drawn)	7%	11	-13%	0%	-1%	6%	-17%	1%	6	-7%	-2%
COc1ccccc1NC(=O)C1=C(C)N(c2ccccc2)C(=S)NC1c1cccc(C(F)(F)F)c1 (stereo not drawn)	20%	21	-12%	?	?	-5%	6%	-15%	-7	4%	0%
COc1ccc(C2N(C(C)=O)CCN2S(=O)(=O)c2ccc(C)cc2)cc1 (stereo not drawn)	0%	32	2%	.	-2%	3%	8%	-1%	1	7%	4%
CCc1ccc(-c2cc(C(=O)N/N=C/c3ccco3)[nH]n2)cc1	0%	-7	3%	-1%	12%	-7%	3%	4%	-19	5%	5%
O=C(c1ccccc1)N1CCN(S(=O)(=O)c2cccc(NS(=O)(=O)c3ccccc3)c2)CC1	-3%	-6	-16%	-1%	11%	1%	-10%	-3%	-3	-16%	0%
Cc1ccc(S(=O)(=O)N2CCC(NC(=O)c3cccnc3)CC2)cc1Cl	-1%	0	.	.	-11%	-4%	-15%	4%	-4	4%	3%
O=C1/C(=C/c2cccs2)CCC1C1CCCC1 (stereo not drawn)	?	-20	-7%	-24%	1%	-1%	-15%	-1%	-4	-4%	-1%
CC(C)c1ccc(NC(=O)COC(=O)COc2ccccc2)cc1	?	9	-1%	16%	4%	-3%	2%	-4%	0	-1%	-2%
Cc1csc(=O)n1CC(=O)OCc1cccc2ccccc12	?	-40	-2%	-20%	9%	0%	3%	3%	-5	5%	-3%
CC(C)c1cc(CNC(=O)CC2C(=O)NCCN2CC2CCCCC2)on1 (stereo not drawn)	-9%	-5	8%	-11%	6%	6%	-7%	-1%	-15	0%	1%
Cc1ccc(CC(=O)OCCNC(=O)c2cccnc2)cc1	4%	1	0%	-2%	2%	-2%	-4%	0%	4	1%	4%
CCC(C)(C)C1CCc2c(sc(NC(=O)c3ccoc3C)c2C(N)=O)C1 (stereo not drawn)	2%	17	-2%	.	9%	9%	-15%	2%	-8	0%	-1%
CC1(C)CC2CC(C)(CN2S(=O)(=O)c2cccc(C(N)=O)c2)C1 (stereo not drawn)	2%	-30	.	.	.	0%	2%	2%	-19	4%	.
COc1ccc(/C=N/NC(=O)c2ccc3nc[nH]c3c2)c(OC)c1	-21%	-2	.	.	13%	2%	1%	-4%	-2	-6%	-1%
O=C(NCC1COc2ccccc2O1)c1ccc(Cl)c(S(=O)(=O)N2CCCC2)c1 (stereo not drawn)	-1%	-22	.	.	.	-6%	-17%	0%	0	21%	.
COc1ccc(/C=N/NC(=O)C(=O)N2CCCCCC2)cc1	-16%	-8	.	-16%	7%	2%	13%	2%	-8	0%	5%
CCCCc1nc2ccccc2c(=O)n1NC(=O)c1c(O)c2cccc3c2n(c1=O)CCC3	3%	-1	0%	-8%	-6%	.	9%	-2%	.	-2%	-1%
CCOC(=O)CNS(=O)(=O)c1ccc(C(=O)O)cc1	-1%	9	-2%	2%	-8%	-1%	-10%	1%	-2	-4%	0%
COc1cc(NC(=O)N[C@H](C(=O)O)C(C)C)cc(OC)c1	1%	-8	-1%	0%	-5%	4%	-8%	2%	-1	0%	8%
CCOC(=O)C(=O)Nc1ccccc1C(N)=O	-7%	-5	5%	-1%	1%	-1%	-12%	5%	-5	0%	1%
COc1ccc(C(=O)O/N=C(\N)c2ccccn2)cc1[N+](=O)[O-]	-5%	4	1%	0%	?	-3%	10%	0%	-8	1%	4%
C=CCn1c(SCC2CCCCO2)nc2sc(CC)cc2c1=O (stereo not drawn)	3%	-9	0%	.	7%	-12%	13%	-3%	10	5%	-1%
CCOC(=O)N1CCC(N2Cc3cccc(C(=O)NCc4ccc(OC)cc4)c3C2=O)CC1	3%	-9	-2%	?	1%	.	0%	-1%	.	-1%	.
S=C(NNc1nc(Nc2ccccc2)nc(N2CCCCC2)n1)NC1CCCCC1	?	-9	3%	2%	41%[activator]	-13%	-3%	2%	-5	7%	-1%
Cc1cccnc1NC(=O)c1cccc(S(=O)(=O)N2CCCc3ccccc32)c1	0%	13	-6%	.	2%	.	-4%	-7%	9	4%	4%
